AHR activator – AHR activators, primary screen, cell-based, luminescence, luciferase reporter, human | Aryl hydrocarbon receptor (Homo sapiens), P35869 | AHR-responsive luciferase reporter cells | activation, % at 5 µM | 2.5% of 320,000 active; in the data active = activation above about 47%;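 also: 0% = vehicle wells and 100% = reference agonist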
pPAFAH inh – pPAFAH enzyme inhibitors, primary screen, biochemical, fluorescence polarization, human. inhibition, % at 3.39 µM. Platelet-activating factor acetylhydrolase (Homo sapiens), Q13093. AID 463082, 2010. recombinant pPAFAH, FP-rhodamine probe fluorescence polarization. 1.5% of 330,000 active;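 active = inhibition above the mean inhibition across the screen plus 3 SD, cut at about 25% in these data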;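 also: inhibitors block binding of the rhodamine activity-based probe so polarization drops; 0% = enzyme with DMSO and 100% = wells lacking pPAFAH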
Target sequence (Q13093 whole entry, looked up): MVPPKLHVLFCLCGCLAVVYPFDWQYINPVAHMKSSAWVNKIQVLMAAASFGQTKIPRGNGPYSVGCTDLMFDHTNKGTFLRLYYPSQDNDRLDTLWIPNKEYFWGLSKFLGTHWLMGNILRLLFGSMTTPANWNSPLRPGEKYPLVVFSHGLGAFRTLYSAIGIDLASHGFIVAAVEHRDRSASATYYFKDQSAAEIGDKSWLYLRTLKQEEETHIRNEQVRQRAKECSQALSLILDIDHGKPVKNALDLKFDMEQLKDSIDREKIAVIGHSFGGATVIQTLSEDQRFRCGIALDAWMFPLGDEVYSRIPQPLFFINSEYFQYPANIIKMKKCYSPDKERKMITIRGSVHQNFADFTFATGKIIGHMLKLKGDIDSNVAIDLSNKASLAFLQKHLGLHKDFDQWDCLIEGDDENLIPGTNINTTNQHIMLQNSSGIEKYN
PME-1 inh – PME-1 inhibitors via competitive probe labeling, primary screen, biochemical, fluorescence polarization, FP-Rh probe, HTS. 0.53% of 320,000 active. recombinant PME-1. Protein phosphatase methylesterase 1 (Homo sapiens), Q9Y570. inhibition, % at 5.9 µM;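 active = inhibition above the campaign mean of all compounds plus 3 SD, cut at about 26% in these data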;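 also: competitive labeling of PME-1 active site by serine hydrolase directed probe; 0% = PME-1 with DMSO and 100% = wells lacking PME-1 enzyme; inhibitors block probe labeling so polarization falls and inhibition rises; many of its hits are not listed in these tables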
BCLXL inh – inhibitors of human Bcl-xL, primary screen, biochemical, fluorescence polarization, HTS; inhibition, % at 10.9 µM; GST-Bcl-xL / FITC-Bim BH3 peptide fluorescence polarization; 0.7% of 320,000 active; AID 2129, 2009; Bcl-2-like protein 1 (Homo sapiens), Q07817;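 active = inhibition above the mean of all tested compounds plus 3 SD, cutoff set per campaign, cut at about 30% in these data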;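 also: 0% = DMSO wells and 100% = unlabeled Bim-BH3 peptide competitor; inhibitors lower millipolarization by displacing the labeled peptide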
PAFAH1B2 inh – PAFAH1B2 enzyme inhibitors, primary screen, biochemical, fluorescence polarization, human; 1.2% of 340,000 active; inhibition, % at 3.39 µM; AID 492953, 2010; recombinant PAFAH1B2, FP-rhodamine activity probe;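 active = inhibition above the mean of all tested compounds plus 3 SD, cut at about 24% in these data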;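 also: 0% = enzyme with DMSO and 100% = wells lacking PAFAH1B2; many of its hits are not listed in these tables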
Fam108B counter – mouse Fam108B serine hydrolase inhibitors, primary screen, counter-screen for RBBP9 inhibitor project, biochemical, fluorescence polarization; recombinant Fam108B, FP-Rh probe fluorescence polarization; 0.33% of 300,000 active; inhibition, % at 9.51 µM;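 active = inhibition above the screen mean inhibition plus 3 SD, computed separately per campaign, cut at about 18% in these data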;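 also: inhibitors lower polarization as less probe binds the enzyme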
MCL1 BIM primary – inhibitors of MCL1 binding to BIM-BH3, primary screen, biochemical, fluorescence polarization; GST-MCL1 / FITC-Bim-BH3 fluorescence polarization; inhibition, % at 10.9 µM; 0.68% of 320,000 active;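 active = inhibition above the mean inhibition of all tested compounds plus 3 SD, set per campaign, cut at about 40% in these data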;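 also: 0% = DMSO wells and 100% = unlabeled Bim-BH3 peptide control; higher means more loss of mP so more displacement of Bim peptide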
GLD-1 TGE inh – GLD-1/TGE RNA complex disruptors, primary screen, biochemical, fluorescence polarization; AID 2280, 2010; inhibition, % at 5.96 µM; Female germline-specific tumor suppressor gld-1 (Caenorhabditis elegans), Q17339; purified GLD-1 + fluorescein TGE RNA; 0.44% of 320,000 active;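 active = percent inhibition above a per-plate cutoff, the plate mean of test compounds plus 3 SD, cut at about 30% in these data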;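 also: 0% = DMSO wells with GLD-1 and probe and 100% = wells lacking GLD-1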
MEX-5 binding – MEX-5 zinc finger RNA-binding disruptors – biochemical, C. elegans, fluorescence polarization, MLPCN library, primary screen. activity score (negative = inhibition of binding), % at 10 µM. MEX-5/FITC-TCR2 RNA binding; active compounds read low. 0.38% of 300,000 active;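 active = inhibition past about -25% in most replicates, and total fluorescence under double the plate's negative control median, limit read from the data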;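 also: 0% = DMSO and -100% = 5 µM competing unlabeled TCR2 RNA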
Target sequence (Q9XUB2 whole entry, looked up): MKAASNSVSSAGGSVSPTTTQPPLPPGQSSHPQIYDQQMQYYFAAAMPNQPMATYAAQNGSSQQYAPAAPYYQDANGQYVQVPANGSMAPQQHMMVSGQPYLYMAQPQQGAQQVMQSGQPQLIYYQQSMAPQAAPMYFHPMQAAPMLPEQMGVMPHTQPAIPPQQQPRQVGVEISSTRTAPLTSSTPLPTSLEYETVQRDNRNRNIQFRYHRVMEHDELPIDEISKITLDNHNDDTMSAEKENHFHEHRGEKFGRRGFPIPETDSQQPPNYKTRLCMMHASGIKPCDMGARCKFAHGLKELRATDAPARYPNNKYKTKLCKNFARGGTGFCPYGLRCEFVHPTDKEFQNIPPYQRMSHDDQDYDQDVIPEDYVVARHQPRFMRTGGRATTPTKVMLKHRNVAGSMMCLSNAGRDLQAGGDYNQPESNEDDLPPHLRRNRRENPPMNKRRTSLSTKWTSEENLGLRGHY
* hit, by the source's call; nt = no result given. Only part of the results is shown (hit frequency here may not be typical).

smiles	AHR activator	pPAFAH inh	PME-1 inh	BCLXL inh	PAFAH1B2 inh	Fam108B counter	MCL1 BIM primary	GLD-1 TGE inh	MEX-5 binding
Cc1cccc(CCN(C(=O)Cc2cccs2)C(C(=O)NC2CCCCC2)c2cccnc2)c1 (stereo unspecified)	-3.8	1.2	-10.7	4.5	0.8	0.3	5.5	4.4	-4.9
Clc1ccc(-c2csc(N3CCC(c4ccccc4)C3)n2)cc1 (stereo unspecified)	9.2	2.8	3.2	3.0	-0.7	3.7	1.1	-2.3	-2.1
[O-]C1=N/[N+](=C/c2ccc(Cl)c(Cl)c2)CC1	0.3	4.6	3.7	6.6	-2.8	1.4	7.2	2.3	-1.0
COc1cc(NC(=O)c2ccc([N+](=O)[O-])cc2)ccc1NC(=O)C(C)C	-3.6	6.2	0.0	4.0	nt	1.0	-1.1	2.0	0.3
Cc1ccc(C(CC(=O)N2CCNCC2)c2ccccc2)c(O)c1C (stereo unspecified)	-0.3	2.9	-2.8	5.2	-3.0	2.1	9.2	5.1	1.4
COc1ccccc1C(=O)COC(=O)C1CCN(S(=O)(=O)c2ccc(C)c(C)c2)CC1	2.5	0.5	11.5	4.0	5.1	0.7	-1.4	5.9	5.5
COCCNC(=O)CN(c1cc(C(F)(F)F)ccc1Cl)S(C)(=O)=O	-2.5	1.0	-0.7	4.7	2.2	2.1	7.8	4.2	0.3
Cc1ccc(Sc2ncccc2[N+](=O)[O-])cc1	2.1	3.0	0.1	0.3	2.5	-3.9	-5.0	3.9	0.3
O=C1N/C(=C/c2ccc(N3CCOCC3)cc2)C(=O)N1Cc1ccc(F)cc1	50.9*	0.5	-1.2	4.2	3.3	3.8	7.1	4.0	-3.5
Cn1c2c(c(=O)n(C)c1=O)CN(CC1CCCO1)CN2 (stereo unspecified)	-4.9	3.0	-3.5	2.0	4.5	3.7	-0.3	1.6	-3.1
CCCOc1ccc(C(=O)NNC(=S)NC(=O)c2cccs2)cc1	5.2	12.7	7.3	7.2	7.0	-5.4	8.2	-1.9	-0.5
c1ccc(Cn2nnnc2CN2CCOCC2)cc1	5.0	-2.1	-7.3	-1.2	10.6	8.9	3.1	-5.7	-2.0
COc1ccc([C@H]2CC(=O)C=C(c3cccc(C#N)c3)C2)cc1	1.7	8.5	-1.0	2.4	3.4	nt	3.3	2.5	nt
FC(F)(F)c1ccc(Cl)c(NC2=NCCCCC2)c1	0.0	4.5	-2.0	4.5	8.1	1.5	-2.6	1.1	-0.1
COc1ccc(N2Cc3cccc(C(=O)N4CCOCC4)c3C2=O)cc1	1.9	-3.4	-2.5	-0.7	2.7	0.7	-0.7	3.9	1.1
Cc1ccc(S(=O)(=O)N(C)C2(C)CCS(=O)(=O)C2)cc1 (stereo unspecified)	3.3	0.9	2.3	1.3	9.1	-2.5	0.1	-0.4	0.2
Cc1c(Br)c(C(F)(F)F)nn1CC(=O)NCCN1CCOCC1	-0.1	-2.6	2.2	6.1	1.4	-1.6	-3.0	-19.2	-4.5
Cc1onc(-c2c(F)cccc2Cl)c1C(=O)NCCc1ccc(S(N)(=O)=O)cc1	-0.2	1.6	0.1	3.2	0.3	2.6	2.0	3.0	1.0
O=C(c1ccccc1)N1CCN(C(=O)C23CC4CC(CC(C4)C2)C3)CC1	-5.5	1.7	5.1	1.3	8.0	-0.9	4.2	-1.6	0.7
CCOC(=O)c1sc(=NC(=O)/C=C/c2cccs2)n(C)c1C	-1.0	3.3	-1.0	5.3	0.2	-2.2	6.5	8.2	-1.6
Cc1cc(Cl)c(S(N)(=O)=O)cc1OCC(N)=O	4.7	-2.1	-1.1	1.3	1.3	-0.4	1.2	5.2	0.6
CC(=O)c1c(C)[nH]c(C(=O)NCc2cccs2)c1C	11.2	-1.6	-1.1	-11.0	-1.4	-5.3	-15.2	5.6	-0.2
O=C(NC1CCCC1)C(NS(=O)(=O)c1cccc2nsnc12)c1ccccc1 (stereo unspecified)	0.9	-4.6	-15.3	6.3	7.9	-2.4	8.7	-6.5	0.6
COc1cc(C(=O)OCC(=O)Nc2c(F)c(F)c(F)c(F)c2F)cc(OC)c1OC	1.9	-4.7	-8.7	2.1	4.6	0.8	-0.1	-1.9	-0.4
O=C(CC1C(=O)NCCN1CCCc1ccccc1)NCCc1ccccc1Cl (stereo unspecified)	6.2	4.0	-11.9	10.7	10.4	-1.2	11.2	-4.5	2.5
Cc1cc(=O)oc2cc(OCC(=O)NCCCN3CCCC3=O)c(Cl)cc12	-1.1	1.0	4.6	6.2	2.5	2.8	1.0	-1.3	0.0
CCn1nc(C(C)C)cc1C(=O)N1CCCC(CO)(Cc2ccc(F)cc2F)C1 (stereo unspecified)	1.8	-3.5	-10.9	-0.5	-1.6	-5.6	-4.9	1.3	2.2
CCCSc1nc2c(c(=O)[nH]c(=O)n2C)n1C	5.5	4.2	-0.4	0.3	6.2	0.6	-6.3	5.8	0.3
Cc1cc2c3c(c1C)C(=O)C(=O)N3C(C)(C)CC2C (stereo unspecified)	0.4	4.8	7.9	6.0	-6.4	-2.7	8.3	3.7	-0.9
COc1cccc(C(=O)n2c(SC)nc3cc4c(cc32)OCCO4)c1	3.6	-0.5	-2.0	-0.5	3.6	0.9	-1.9	3.5	-1.4
CN(C)CCn1c(=S)[nH]c2ncccc2c1=O	2.1	-3.6	0.6	4.6	3.1	-3.9	5.4	-1.4	1.4
Cc1noc(C)c1S(=O)(=O)N1CCC(C(=O)NCCC2=CCCCC2)CC1	0.6	3.1	14.7	-1.6	5.6	0.7	-2.7	1.9	0.9
CN(CCN(C)C(C)(C)C)C(=O)C(c1ccccc1)c1ccccc1	1.5	1.6	6.0	2.6	1.2	-3.0	8.4	-3.5	-3.3
Cc1[nH]nc2c1C(Cc1ccccc1)C(C#N)=C(N)O2 (stereo unspecified)	6.2	2.6	-3.1	12.8	9.7	1.8	8.8	8.3	-0.8
CN(C)CCCNCC(=O)Nc1ccccc1N1CCOCC1	-5.4	2.4	1.0	3.7	1.0	5.2	-3.4	3.3	4.3
CCOc1ccc(CN2CCC(=O)NC2=O)cc1	-1.9	6.5	9.3	3.6	1.9	3.8	0.3	10.1	-0.1
C[C@H](NC(=O)[C@H]1N2C(=O)c3ccccc3C2SC1(C)C)C(=O)NCC1CCCO1 (stereo partly specified)	1.3	2.8	-2.9	7.2	6.5	-0.1	1.2	1.6	0.6
COc1ccc(C(=O)Oc2ccc(/C=N/NC(=O)Cc3ccc([N+](=O)[O-])cc3)cc2)cc1	0.2	9.3	-8.9	2.2	0.7	0.5	14.8	-0.5	2.0
COc1c(Cl)cc(-c2noc(C)c2C(=O)NCc2ccccc2)cc1Cl	0.3	1.0	0.7	-0.3	-2.7	0.9	2.3	-1.7	1.9
FC(F)(F)c1nc(-c2cccnc2)ncc1-c1nnnn1-c1ccccc1	-7.2	2.5	11.8	1.9	-1.4	8.2	2.8	-7.1	-0.3
CCc1nnc(SCC(=O)N2CCCc3ccccc32)nc1CC	12.9	-0.9	2.2	5.3	-2.7	-1.6	11.9	-0.5	-0.1
O=C(c1ccc([N+](=O)[O-])cc1)N1CCc2ccccc21	-0.9	2.4	8.0	1.1	3.7	0.9	-6.5	3.9	1.8
O=C(NCCN1C(=O)S/C(=C\c2ccc(F)cc2)C1=O)c1cccc(S(=O)(=O)N2CCOCC2)c1	12.7	-1.4	0.7	-13.1	-0.5	-5.4	-21.7	2.0	1.7
O=C(NCc1ccccn1)Nc1ccccc1F	8.0	-6.0	-2.2	3.5	0.7	3.2	6.2	-6.1	2.4
CC[C@@H]1C=C(C(=O)O)[C@H](c2ccc(F)cc2)N1S(=O)(=O)c1ccc(C)cc1	1.4	5.2	nt	nt	1.4	nt	nt	0.6	nt
CCCCN(CC)S(=O)(=O)c1ccc(C(=O)Nc2nnc(-c3ccccc3Cl)o2)cc1	1.6	3.2	-4.4	4.5	-1.5	-1.9	8.5	4.8	-0.2
c1coc(Cn2nnnc2CN2CCN(C3CCCCC3)CC2)c1	1.8	5.4	2.9	4.3	4.8	-0.6	5.2	-5.4	-4.9
CCOC(=O)/C(=C\c1cn(C)c2ccccc12)[N+](=O)[O-]	23.3	-0.2	4.0	3.6	3.1	4.6	0.5	6.3	-1.4
COc1ccc(-c2cn(Cc3ccc([N+](=O)[O-])cc3)nn2)cc1	-1.5	3.9	5.9	4.2	1.1	3.4	10.2	-3.9	-0.1
O=C(COC(=O)c1ccc(Br)o1)NCc1ccccc1Cl	-0.1	5.4	nt	nt	8.1	nt	nt	-3.1	nt

Remaining list, next part:
smiles	AHR activator	pPAFAH inh	PME-1 inh	BCLXL inh	PAFAH1B2 inh	Fam108B counter	MCL1 BIM primary	GLD-1 TGE inh	MEX-5 binding
C=CCN1C2=NCCCN2c2ccccc21	0.4	-0.1	4.3	21.2	4.1	-3.6	19.4	23.0	-1.0
CCOC(=O)c1[nH]c2cc(OC)c(OC)cc2c1NC(=O)c1nonc1C	19.4	-2.6	4.8	-0.7	2.0	0.5	-1.9	8.4	-1.5
Cc1cc(=O)oc2cc(OCC(=O)Nc3nnc(C(C)C)s3)ccc12	21.2	-6.9	-2.3	5.5	1.8	0.9	2.9	-10.9	-5.1
CC(=O)c1ccc(S(=O)(=O)NC2CC(=O)N(c3ccc(C)c(C)c3)C2)cc1 (stereo unspecified)	-2.2	9.3	1.0	0.5	9.3	2.2	-1.8	-1.3	-0.3
CCOc1ccc2[nH]c(C)cc(=O)c2c1	0.8	1.5	-0.1	4.4	-3.7	0.3	1.8	3.6	0.3
C=CCOc1ccc(-c2nc3c(c(=O)[nH]c(=O)n3Cc3ccccc3)n2CCCOC)cc1	4.1	6.4	3.0	3.9	-0.6	1.0	2.1	-7.5	0.5
COC(=O)c1c(C)[nH]c(C)c1-c1ccccc1	2.8	2.2	0.5	5.4	3.5	2.9	4.9	-3.0	1.8
S=C(NCc1cccs1)Nc1cc(Cl)cc(Cl)c1	-0.5	-12.2	-26.4	7.0	3.8	-14.2	6.6	4.3	0.6
Cc1c(C(=O)NC(C)CN2CCCCC2)oc2ccccc12 (stereo unspecified)	1.1	4.1	4.0	5.8	0.8	1.4	5.1	7.5	0.6
COc1ccc(NC(=O)C(Sc2nnc3ccccn23)c2ccccc2)cc1Cl (stereo unspecified)	4.5	2.7	-3.8	5.0	9.6	0.5	2.4	5.5	0.8
CCOc1cc(NC(=O)C2CC2)c(OCC)cc1NC(=O)c1ccccn1	10.1	4.4	20.6	4.8	-0.4	-0.1	5.5	5.3	-2.0
NS(=O)(=O)c1cccc(NC(=O)COC(=O)CSCc2ccccc2)c1	1.5	28.2*	nt	nt	2.4	nt	nt	1.5	nt

Compound activity deposited in PubChem by several laboratories.
